RBBP9 inhibitor: human RBBP9 inhibitors, primary screen, biochemical, fluorescence polarization, FP-Rh probe, HTS; AID 1515, 2009; inhibition, % at 7.94 µM; 0.2% of 220,000 active; recombinant RBBP9; Serine hydrolase RBBP9 (Homo sapiens), O75884;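 active means inhibition above the campaign mean of all tested compounds plus 3 SD, cut at about 14% in these data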;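 further: plate controls were DMSO wells with RBBP9 for no effect and wells lacking RBBP9 protein for full effect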
Target sequence (O75884 whole entry, looked up): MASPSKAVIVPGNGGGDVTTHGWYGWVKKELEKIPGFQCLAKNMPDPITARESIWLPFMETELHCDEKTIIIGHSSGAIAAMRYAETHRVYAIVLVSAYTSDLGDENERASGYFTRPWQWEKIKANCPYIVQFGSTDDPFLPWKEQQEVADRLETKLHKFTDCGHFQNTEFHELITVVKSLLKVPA
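System: RBBP9 protein / Buffer or medium: Tris/NaCl buffer pH 8.0 with 0.1% Pluronic / Probe or stimulus: Serine-hydrolase probe FP-Rh, 375 nM pre-mixing / Dosing: 7.94 µM single dose, 0.794% DMSO / Times: enzyme-compound preincubation 30 min, then probe labeling 45 min, 25 °C / Technique: fluorescence polarization (mP), excitation 525 nm, emission 598 nm / Replication: singlicate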
PPC-1+TRAIL kill: compounds killing PPC-1 cancer cells with TRAIL present, primary screen, TRAIL potentiator project, ATPLite luminescence, uHTS. 0.41% of 220,000 active. PPC-1 cells + TRAIL, ATPLite viability luminescence. cell killing (% activity), % at 4 µM. AID 1443, 2008;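 active means cell killing above 50% in the first pass at 4 µM, then a duplicate retest at 5 µM averaging 50% or more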;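 further: plate controls were cells with TRAIL plus DMSO for no effect and medium-only wells lacking cells for full effect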
p47phox inh: p47phox/p22phox peptide binding inhibitors, primary screen, biochemical, uHTS, NADPH oxidase regulatory subunit | fluorescence polarization, 2 h | inhibition, % at 24.7 µM | 0.53% of 220,000 active;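 active means inhibition above about 30%, limit read from the data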;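 further: 0% = p47phox with labelled peptide and 100% = labelled peptide alone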
Target sequence (P14598 whole entry, looked up): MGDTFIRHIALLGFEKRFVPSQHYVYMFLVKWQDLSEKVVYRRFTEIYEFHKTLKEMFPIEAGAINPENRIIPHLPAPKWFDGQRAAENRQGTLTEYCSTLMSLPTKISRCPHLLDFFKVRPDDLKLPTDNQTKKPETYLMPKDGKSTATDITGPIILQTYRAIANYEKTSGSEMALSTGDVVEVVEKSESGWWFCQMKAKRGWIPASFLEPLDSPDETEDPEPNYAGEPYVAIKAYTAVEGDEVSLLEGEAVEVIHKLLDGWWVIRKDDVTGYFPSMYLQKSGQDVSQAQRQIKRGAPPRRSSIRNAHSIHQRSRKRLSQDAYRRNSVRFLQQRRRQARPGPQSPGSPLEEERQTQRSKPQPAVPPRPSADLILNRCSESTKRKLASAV
Tb hexokinase: Trypanosoma brucei hexokinase 1 inhibitors, primary screen, biochemical, G6PDH-coupled NADH absorbance, MLSCN library; AID 1430, 2008; 0.11% of 220,000 active; hexokinase 1 [Trypanosoma brucei]; inhibition, % at 10 µM; recombinant TbHK1, G6PDH-coupled NADH A340;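 active means inhibition of 50% or more in the single-dose primary screen; inactive means inhibition below 50%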
PGE2 EP2 inh: human EP2 receptor antagonists, primary screen, TR-FRET cAMP, C6 glioma cells | Prostaglandin E2 receptor EP2 subtype (Homo sapiens), P43116 | C6 glioma cells expressing human EP2; cells stimulated with saturating PGE2 | inhibition, % at 25 µM | 0.52% of 260,000 active | AID 1422, 2008;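 active means percent inhibition above 40 after rounding to a whole number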;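 further: rat C6 glioma host cells with rolipram phosphodiesterase inhibitor present; the protocol text gives 20 µM as final concentration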
Target sequence (P43116 whole entry, looked up): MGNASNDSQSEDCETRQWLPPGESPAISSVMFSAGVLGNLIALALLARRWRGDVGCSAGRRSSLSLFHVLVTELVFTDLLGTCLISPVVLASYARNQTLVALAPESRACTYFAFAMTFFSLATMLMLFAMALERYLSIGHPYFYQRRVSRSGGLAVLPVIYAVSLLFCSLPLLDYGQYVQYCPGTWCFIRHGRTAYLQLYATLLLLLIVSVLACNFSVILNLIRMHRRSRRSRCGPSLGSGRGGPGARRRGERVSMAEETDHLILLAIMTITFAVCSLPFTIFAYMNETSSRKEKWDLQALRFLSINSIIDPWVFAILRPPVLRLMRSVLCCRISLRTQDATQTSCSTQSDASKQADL
p97 ATPase inh: inhibitors of human p97 ATPase, primary screen, biochemical; Transitional endoplasmic reticulum ATPase (Homo sapiens), P55072; recombinant p97 ATPase, Kinase-Glo ATP luminescence, 3 h; inhibition, % at 8 µM; 0.42% of 220,000 active; in the data active means inhibition above about 15%;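 further: 0% = DMSO vehicle and 100% = wells lacking enzyme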
Ba/F3 V617F tox: reduced viability of JAK2V617F-dependent Ba/F3 cells, primary screen, JAK2V617F inhibitor project, cell-based, Ba/F3 EpoR-JAK2V617F, luminescence. ATP luminescence. inhibition, % at 5.6 µM. 1.1% of 220,000 active. AID 1446, 2008;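 active means inhibition above the campaign mean plus 3 SD over all tested compounds, cut at about 24% in these data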;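 further: cytokine-independent growth of Ba/F3 cells driven by EpoR plus mutant JAK2; 0% = DMSO-treated cells and 100% = JAK inhibitor I control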
Furin inh: human furin inhibitors, primary screen, biochemical, fluorescence intensity; AID 463115, 2010; P09958; 0.061% of 220,000 active; inhibition, % at 30 µM; purified furin, fluorogenic substrate cleavage; in the data active means inhibition above about 25%; further: inactives centre near -15
BaF3 parental: parental Ba/F3 cell viability inhibition, counter-screen for JAK2V617F inhibitor project, murine pro-B, CellTiter-Glo luminescence | inhibition, % at 5.6 µM | CellTiter-Glo ATP luminescence | 1.1% of 220,000 active | AID 1486, 2009;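 active means inhibition above a per-campaign cutoff, the mean inhibition of all tested compounds plus 3 SD, cut at about 27% in these data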;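 further: 0% = DMSO wells and 100% = JAK Inhibitor I control wells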
An asterisk follows results filed as active; & = joins results of further samples; [ ] = remark or other dose.

SMILES	RBBP9 inhibitor	PPC-1+TRAIL kill	p47phox inh	Tb hexokinase	PGE2 EP2 inh	p97 ATPase inh	Ba/F3 V617F tox	Furin inh	BaF3 parental
O=C(Nc1ccc(Cl)cc1)C(c1ccccc1)N1CCOCC1 (stereo unspecified)	-1	0	-3	-2	6	3	-1	-17	1
Cc1ccccc1C(=O)NCC(=O)NNC(=S)NC(=O)c1ccccc1	-5	-1	3	2	5	-5	0	-4	3
COc1ccc2c(c1)CCc1c(C(=O)NC3CCCCC3)noc1-2	-6	20	-4	0	-1	2	-2	-12	1
COC(=O)c1c(-c2ccccc2)csc1N1C(=O)Nc2ccccc2N1O	-8	9	0	-7	8	15*	1	-6	8
CC(=O)NCCNC(=O)CNC(=O)c1ccc(Cl)cc1	-6	3	-1	-3	8	2	1	-12	2
CCn1c(C)nc2cc(C(=O)NNS(=O)(=O)c3c(F)cc(F)c(Cl)c3F)ccc21	-7	-13	-18	-1	2	4	-1	-18	4
O=C(Cc1c[nH]c2ccccc12)OCC(=O)c1ccccc1	-2	17	-4	6	12&12	3	-2	-11[20 µM]	0
Cc1ccc(/C=N/Nc2nc(C)cc(C)n2)cc1	-3	18	-9	-23	7	1	1	-5	2
Cc1ccc(NC(=O)Cn2nc(C)c3ccccc3c2=O)cc1F	2	-16	-21	-5	10	3	-3	-17	1
CCN(CC)S(=O)(=O)c1ccc2c(c1)C(=NO)c1cc(S(=O)(=O)N(CC)CC)ccc1-2	-88	17	-11	1	4	-5	12	-4[20 µM]	16
CCCCN(CC)CCCNC(=O)c1cc2c(=O)n(C)c3ccccc3c2n1C	-6	12	0	-6	7	1	1	2	8
COc1ccc(C2C(C#N)=C(N)SC(N)=C2C#N)cc1OC	2	2	-40	-12	9	5	-1	-26[20 µM]	3
Cc1ccc(C)c(NCC(O)c2ccccc2)c1 (stereo unspecified)	0	4	-6	-1	4	2	-2	-29	6
CCc1n[nH]c(=S)n1/N=C/c1c[nH]c2ccc(Br)cc12	-8	4	-11	-5	3	5	-2	-12	3
CC1(C)CC(NC(=O)c2coc(=O)c(Br)c2)CC(C)(C)N1	6	19	-6	-43	17	2	-3	-5	-1

2 entries from above, set out differently:
Second line of a record: RBBP9 inhibitor | PPC-1+TRAIL kill | p47phox inh | Tb hexokinase | PGE2 EP2 inh | p97 ATPase inh | Ba/F3 V617F tox | Furin inh | BaF3 parental
CCN(CC)S(=O)(=O)c1ccc2c(c1)C(=NO)c1cc(S(=O)(=O)N(CC)CC)ccc1-2
  -88 | 17 | -11 | 1 | 4 | -5 | 12 | -4[20 µM] | 16
CCCCN(CC)CCCNC(=O)c1cc2c(=O)n(C)c3ccccc3c2n1C
  -6 | 12 | 0 | -6 | 7 | 1 | 1 | 2 | 8

The list continues.
SMILES	RBBP9 inhibitor	PPC-1+TRAIL kill	p47phox inh	Tb hexokinase	PGE2 EP2 inh	p97 ATPase inh	Ba/F3 V617F tox	Furin inh	BaF3 parental
CC(=O)c1ccc(N2CCN(CC(=O)Nc3ccc(N4CCOCC4)cc3)CC2)cc1	1	11	-9	-11	4	7	-2	-19	2
CCOCCCNCc1ccc(OC)cc1	6	-12	-2	-2	4	-1	-4	-27[20 µM]	5
O=C(NC(=S)Nc1ccc(Br)cn1)c1cccnc1	0	11	-18	-9	17	4	-7	-9	-3
COc1ccc(-n2c(SCC(=O)Nc3ccc4c(c3)OCO4)nc3c(c2=O)SCC3)cc1	-2	5	-21	-6	12	11	-4	-12	1
CCCNC(=O)c1cccc(COCC(F)(F)C(F)F)c1	-9	-5	-7	5	12	1	-4	-14[20 µM]	1
Cc1cc(C)n(-c2nc3ccccc3c(=O)n2OCCOc2ccccc2)n1	-5	1	-5	-9	15	-5	0	-19[20 µM]	1
Cc1cc(C)c(OCCCCCNCCO)c(C)c1	-5	3	-4	2	10	-5	3	-3[20 µM]	8
Cc1cccc(NC(=O)c2ccc3ccccc3n2)c1C	-11	2	-7	-3	12	2	-3	-14[20 µM]	1
O=C(NCc1ccco1)C(c1ccccc1F)N(Cc1cccnc1)C(=O)Cn1nnc2ccccc21 (stereo unspecified)	-15	-2	-14	3	4	-5	4	-6	5
Cc1ccc(S(=O)(=O)N(C)/N=C/C=C/c2ccccc2)cc1	9	16	-2	-2	7	2	0	-9	6
Cn1cnnc1-c1cccc(NC(=O)c2cc(F)c(F)cc2Cl)c1	-3	12	-8	-2	4	-3	0	-21	5
CC(C)Cc1nc2oc3c(Cl)ncnc3c2c2c1CCCC2	-1	3	-4	-1	7	-1	4	-8	3
Cc1cc(-c2csc(NC(=O)c3ccccc3C(F)(F)F)n2)c(C)n1Cc1ccccc1	-8	11	-58	-4	4	5	-2	-12	3
O=[N+]([O-])c1ccc(CSc2nnc(-c3cnccn3)o2)cc1	2	22	8	-2	11	2	-2	-15[20 µM]	4
CCOC(=O)c1cc(NC(=O)c2ccc(C)cc2)c(=O)oc1-c1ccccc1	-3	11	-12	-10	1	-1	-1	-18[20 µM]	2
COc1ccc(C(=O)Nc2cccnc2)cc1	5	26	5	29	14	8	2	-11[20 µM]	1
O=C(NNS(=O)(=O)c1ccccc1)C1CC(c2cccnc2)=NO1 (stereo unspecified)	2	-4	-14	1	2	4	3	-21	10
O=C(CSc1nc2nc[nH]c2c(=O)[nH]1)NC1CCCCC1	-9	2	9	5	9	-4	0	-14[20 µM]	4
O=C(c1ccc(N2CN(C(=O)c3ccco3)c3nc4ccccc4nc32)cc1)N1CCOCC1	-11	5	-6	-16	3	-3	3	-10	3
COc1ccc(C2CC(c3ccccc3)=NN2C(=S)Nc2ccccc2)cc1 (stereo unspecified)	-8	18	-2	-15	12	7	-3	-21	2
Cc1ccc(Sc2nc3ccc(C)cn3c(=O)c2/C=N/O)cc1	-5	-14	-9	3	12	-2	7	-17	5
CCN(CC)CCCCOc1ccccc1OC	2	11	-3	4	6	-2	3	-17	4
CCOC(=O)C1CCN(CC(O)COc2ccc(C(C)=O)cc2)CC1 (stereo unspecified)	-5	0	-5	7	16	-2	-2	-23	4
CCOC(=O)N1CCN(S(=O)(=O)c2ccc(C)cc2)C1c1ccccc1 (stereo unspecified)	-8	9	5	-1	7	-1	0	-25	5
O=C1CCCc2ccccc2N1Cc1c(Cl)cccc1Cl	-5	-10	-2	0	9	0	-2	-15[20 µM]	3
CCCC(=O)Nc1ccc(C(N)=O)cc1	5	17	-4	-4	8	2	2	-20	6
CCCCOC(=O)Nc1nc2ccc([N+](=O)[O-])cc2s1	0	0	-13	-10	4	6	-2	-24	4
CCOc1ccc(CCNc2nc3c(c(=O)n(C)c(=O)n3C)n2CC)cc1OCC	3	11	-3	-3	12	5	-2	-18[20 µM]	2
Cc1ccnc(NC(=O)c2cccc(NC(=O)Cc3ccccc3)c2)c1	-9	5	-5	9	3	-7	6	0	5
CCn1c2ccccc2c2cc(NC(=O)COC(=O)c3cccc(S(=O)(=O)NC)c3)ccc21	-3	9	-20	11	5	10	0	-9	6
COc1ccc(NC(=O)c2ccc(-n3nc(C)c[n+]3[O-])cc2)cc1	-7	-2	-13	-4	10	7	-3	-26	1
O=C(Cc1ccc(-n2c(=O)[nH]c3ccsc3c2=O)cc1)NCc1cccnc1	-4	4	-8	-9	6	-3	-1	-27	2
O=C(CSc1nc2ccccc2c(=O)n1-c1ccccc1)NCc1ccco1	4	18	-17	-6	23	8	-5	-26	-5
CC(=O)Nc1ccc(-c2csc(NC=C3C(=O)OC(C)(C)OC3=O)n2)cc1	-1	10	-1	-10	3	3	0	-9	3
Cc1cc(-c2ccco2)n(-c2ccccc2)n1	-9	10	-20	-9	7	2	0	-15	4
c1ccc(-c2nc(-c3cccnc3)n[nH]2)cc1	-11	5	-14	2	7	5	-2	-27	7
CCOC(=O)c1c(NC(=O)c2ccn(CC)n2)sc2c1CCCC2	1	1	-10	-15	11	-11	6	-10[20 µM]	5
CCC(=O)Nc1c(-c2cccs2)c(=O)c2ccccc2n1C	-7	22	-10	-30	13	2	2	-4	1
CN1CCC(N(C)C(=O)/C=C/c2cn(-c3ccccc3)nc2-c2cccs2)CC1	-9	29	-49	-9	6	2	1	-9	3
Cn1c(=N)n(CC(O)c2ccccc2)c2ccccc21 (stereo unspecified)	4	19	-3	-2	14	-1	4	-15[20 µM]	4
CC1(C)OC2OC(COC(=O)c3ccc([N+](=O)[O-])cc3)C3OC(C)(C)OC3C2O1 (stereo unspecified)	-9	32	-11	20	9	-6	1	-18	5
CCOC(=O)c1cn(CC(=O)Nc2cccc(Cl)c2)nn1	-3	7	9	1	14	5	0	-30	8
O=C(CCl)Nc1ccccc1C(=O)c1ccccc1	5	13	-5	-2	6	3	2	-21	5
O=C(NCC1CCCO1)C1CCN(C2CCN(C(=O)C3CCCCC3)CC2)CC1 (stereo unspecified)	-2	-6	-22	0	2	4	-1	-19	2
CC(CC(=O)Nc1cccnc1)c1ccccc1 (stereo unspecified)	-2	7	-10	1	7	1	0	-27	11
CCOC(=O)c1cnc(SCC)[nH]c1=O	-5&0	8&15	-6&-3	-2&-10	15&5	4&4	-3&-3	-19[20 µM]	2&1
O=[N+]([O-])c1cnn2cc(Br)cnc12	-4	-2	-6	-15	2	4	-2	-26	4
O=[N+]([O-])c1ccc(N/N=C\c2cccnc2)nc1	0	1	-6	-4	2	7	-4	-20	3
CN(C)c1nn(C(=O)Nc2ccc(Cl)cc2Cl)cc1-c1ccccc1	-7	9	-8	-2	6	6	-2	-8[20 µM]	3
C/C(=N/Nc1nc(-c2ccccc2F)nc2ccccc12)c1ccccc1O	-9	-7	-11	-29	9	-4	-1	-4	-1
O=C(Nc1ccc2c(c1)CCC2)c1cccc(S(=O)(=O)N2CCN(c3ccccc3)CC2)c1	-5	7	-43	-15	12	-3	0	-5[20 µM]	3
CCCNCC(O)COc1ccccc1C(=O)CCc1ccccc1 (stereo unspecified)	5	18	-9	5	21&12&14	6	-3	-19	3
O=C(COC(=O)C12CC3CC(CC(C3)C1)C2)Nc1nc2c(F)c(F)c(F)cc2s1	-12	15	-3	2	11	0	-3	-19	1
O=C(Cn1c2[n+](c3ccc(C(F)(F)F)cc31)CCCCC2)c1cccc([N+](=O)[O-])c1	2	20	-5	1	5	1	1	-2	80*
CCCCN(CCCC)c1nc2ccccc2nc1C(C#N)C(=O)NCCCOC (stereo unspecified)	-9	-2	-30	-10	15	1	1	-23	8
CCCOc1ccc(C(=O)N/N=C/c2ccc(-c3ccc(S(=O)(=O)Nc4ncccn4)cc3)o2)cc1	-11	-8	-20	-7	2	2	-2	-10[20 µM]	3
Cc1ccc(N(CC(=O)NC2CCC(C)CC2)S(=O)(=O)c2cccnc2)cc1 (stereo unspecified)	-10	-34	-21	-5	4	-13	1	-10	7
CC(=O)c1ccc(NC(=O)Nc2cccc(Cl)c2)cc1	-18	27	-13	-2	21	0	-3	-13[20 µM]	2
COc1ccc(C(=O)/C=C/Sc2nc3ccccc3o2)cc1	-10	14	-8	-11	5	6	-2	-12	-6
Cc1nn(C)c(C(=O)Nc2ccn(C34CC5CC(CC(C5)C3)C4)n2)c1[N+](=O)[O-]	-4	14	-6	-2	4	-2	-3	-11	2

Screens from PubChem.

Only part of the results is shown, so the mix of outcomes need not match the whole.
